S3 lipid droplet = qHTS Assay for Lipid Storage Modulators in Drosophila S3 Cells | Drosophila S3 cells, BODIPY lipid droplet fluorescence, 18-24 h; cells fed with added oleic acid | AID 2685, 2010 | lipid storage change, negative = inhibition, % at the top dose, mostly 46.1 µM; hits show Potency in µM | 320,000 tested, 0.64% active; active = well fitted inhibition curve with a large enough effect in the signal ratio, with a control signal flat, not every such curve was filed as active; inconclusive = small, poorly fitted or top-dose-only effect, or effect the other way, or a change in a side signal; the % refers to the signal ratio
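Drosophila S3 cells loaded with oleic acid (400 uM, as added) and compounds at several concentrations; lipid droplets imaged by 488-nm laser-scanning cytometry, 500–530 nm intensity and object ratio to cell channel. Percent activity normalized to 20 uM Triacsin C.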
S3 lipid droplet cell count max = second read-out of S3 lipid droplet, no call of its own (marks repeat the call); cell number change, %; measured here: cell count max response;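 cells counted by Cell Tracker Red CMTPX staining in the red channel; peak over a dose series mostly up to 46.1 µM; percent activity relative to internal control wells on each plate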
An asterisk follows results filed as active; i = inactive; ? = inconclusive; . = not tested or not shown. % is set by controls: 0 for no effect and ±100 for the full control effect; potency is the fitted concentration of half-maximal effect. These rows are one share of the data. The share of hits here may be higher or lower than overall.

SMILES	S3 lipid droplet	S3 lipid droplet cell count max
CC(C)n1nnnc1SCC(=O)NCc1ccc2c(c1)OCO2	-9%	-5
Cc1cc(C)cc(NCC(=O)Nc2c(C)cccc2C)c1	?	.
COc1ccc(-n2nnnc2-c2cccc(OC)c2)cc1	?	.
CN(CC(=O)Nc1ccc(S(=O)(=O)N(C)C)cc1)Cc1ccc(C(F)(F)F)cc1	-4%	0
CCCn1c(O)c(N=NC(=O)c2ccco2)c2ccccc21	?	.
Cc1ccc(N=Nc2ccc(O)c(/C=N\NC(=O)c3ccc(N)cc3)c2)cc1C	i	.
Cc1nnc(SC(C)C(=O)Nc2c(C)n(C)n(-c3ccccc3)c2=O)n1N (centres undefined)	?	.
Cc1ccc(S(=O)(=O)NCc2csc(C)n2)c(C)c1	?	.
CCOC(=O)CNC(=O)COc1coc(CN2CCN(Cc3ccccc3)CC2)cc1=O	?	.
O=C(NCC1CCCCC1)c1cc([N+](=O)[O-])ccc1N1CCOCC1	?	.
CCOC(=O)C1CCCN(c2c(NCCC(C)C)c(=O)c2=O)C1 (centres undefined)	-3%	3
CC(C)(C)NC(=O)CN(CCN1CCOCC1)C(=O)CNS(=O)(=O)c1ccc(Cl)cc1	i	-10
CC(Sc1n[nH]c(=O)[nH]c1=O)C(=O)OCc1ccccc1 (centres undefined)	?	.
C[N+](C)(C)CCCN1C(=O)CCCC1=O	i	.
COc1ccc(-c2nc(N)ncc2-c2ccccc2OC)c(O)c1	3%	-1
CC1CCCN(c2oc(-c3cccc4ccccc34)nc2C#N)C1 (centres undefined)	?	.
CC(=O)C1=C(C)NC(SCC(=O)c2ccc(Cl)cc2)=C(C#N)C1CC(C)C (centres undefined)	?	.
CC1(C)N=C(c2ccccn2)C(C)(C)N1O	i	-2
CCN1CCN(CCCNC(=O)c2cc3cc4ccc(OC)cc4nc3o2)CC1	-2%	-3
Cn1c(N)c(S(=O)(=O)NCc2ccccc2Cl)c(=O)n(C)c1=O	7%	7
CCCC/C(O)=C1\C(=O)CCCC1=NCCc1c(C)[nH]c2ccc(OC)cc12	?	.
O=C(CCc1nc2ccccc2c(=O)[nH]1)NNC(=O)c1ccc(Cl)cc1	?	.
Cc1onc(C(=O)N2CCN(C(c3ccccc3)c3ccccc3)CC2)c1[N+](=O)[O-]	3%	4
O=C(N/N=C/c1c[nH]c2ccccc12)c1cc(Cl)ccc1O	-5%	-8
O=C(COc1ncnc2cc([N+](=O)[O-])ccc12)NC(=O)NC1CCCCC1	?	.
Cc1cc(N)n(-c2nc(-c3cccnc3)nc3ccccc23)n1	?	.
C/C(=N\NC(=O)c1c(Br)c(C)nn1C)c1ccc(NC(=O)C(C)Oc2ccc(Cl)cc2C)cc1 (centres undefined)	?	.
CCCc1nc2ccccc2n1CC(O)COc1ccc(NC(C)=O)cc1 (centres undefined)	?	.
CN(C(=O)CC1C(=O)NCCN1Cc1cccc(F)c1F)C1CCOCC1 (centres undefined)	?	.
COc1ccc(-c2cc(=O)oc3cc(OCc4nn[nH]n4)ccc23)cc1	11%	15
CNC(=S)Nc1ccc(C(N)=O)cc1	7%	29
Cc1cc(Nc2cccc(F)c2)n2c(n1)nc1ccccc12	6%	-9
CC(C(=O)O)N1C(=O)c2ccccc2C1=O (centres undefined)	?	.
COc1ccc(N2C(=O)C3C4C=CC(C4)C3C2=O)c([N+](=O)[O-])c1 (centres undefined)	7%	4
O=C(Nc1cccc(Cl)c1Cl)c1ccccc1NC(=O)C1CC=CCC1C(=O)O (centres undefined)	i	12
O=C(CSc1nc2ncccc2[nH]1)c1ccc(F)cc1	10%	-14
COc1ccc(CN2CCNC(=O)C2CC(=O)N(C)CCCN2CCOCC2)cc1C (centres undefined)	?	.
CCOC(=O)Nc1nnc(/C=C/c2ccc(OC)cc2)s1	2%	-3
O=C(NCC(c1ccccc1)N1CCCC1)C1CCN(C(=O)Nc2ccccc2)CC1 (centres undefined)	i	-22
N#Cc1c(N)nc2c(c1N)CC(=O)N2c1ccc(Cl)cc1	?	.
O=C(CSc1nc2c(c(=O)n1-c1ccc(F)cc1)SCC2)NCc1ccco1	?	.
O=C(Nc1nc(-c2ccc3c(c2)OCCO3)cs1)c1ccc(S(=O)(=O)N2CCCCC2)cc1	2%	-2
CC(O)c1nc2ccccc2n1CCCc1ccccc1 (centres undefined)	i	-9
O=C(COc1ccc(Cl)cc1Cl)OCC(=O)N1CCCc2ccccc21	3%	-1
Cc1ccc(NC(=O)CN2C(=O)NC(Cc3ccccc3)C2=O)cc1Cl (centres undefined)	?	.

Part of the list above in a different format.
Compound,S3 lipid droplet,S3 lipid droplet cell count max
O=C(CSc1nc2c(c(=O)n1-c1ccc(F)cc1)SCC2)NCc1ccco1,?,.
O=C(Nc1nc(-c2ccc3c(c2)OCCO3)cs1)c1ccc(S(=O)(=O)N2CCCCC2)cc1,2%,-2
CC(O)c1nc2ccccc2n1CCCc1ccccc1 (centres undefined),i,-9
O=C(COc1ccc(Cl)cc1Cl)OCC(=O)N1CCCc2ccccc21,3%,-1
Cc1ccc(NC(=O)CN2C(=O)NC(Cc3ccccc3)C2=O)cc1Cl (centres undefined),?,.

Carrying on.
SMILES	S3 lipid droplet	S3 lipid droplet cell count max
Cc1ccc(/C=N/NC(=O)c2ccc3nc[nH]c3c2)s1	0%	1
CCOC(=O)C1CCN(C(=O)COc2ccc(N(C)S(=O)(=O)c3ccc(OCC)cc3)cc2)CC1	-7%	5
CCc1nc2ccc(C(=O)N3CCN(c4cccc(C)c4C)CC3)cc2nc1CC	?	.
O=C(C(Cc1ccccc1)N1C(=O)c2ccccc2C1=O)N1CCc2ccccc21 (centres undefined)	i	.
CC(C)c1nnc(NC(=O)C2CCCN2C(=O)Nc2ccccc2F)s1 (centres undefined)	-3%	-2
Cc1ccc(C(=O)NC(N2CCCC2)C(Cl)(Cl)Cl)cc1 (centres undefined)	0%	20
S=C(NC1CCCCC1)N1CCN(Cc2ccccc2Cl)CC1	4%	8
CCN(CC(=O)Nc1ccccc1C(=O)NC1CC1)Cc1cccs1	?	.
O=C(COc1ccc(Br)cc1)NCC1COc2ccccc2O1 (centres undefined)	12%	-23
CC(OC(=O)CCC1CCCCC1)C(=O)Nc1ccc(S(N)(=O)=O)cc1 (centres undefined)	?	.
Cc1ccccc1N1CC(C(=O)Nc2nnc(SCCC3OCCO3)s2)CC1=O (centres undefined)	-1%	-10
O=c1c(C=NCC2CCCO2)c(-c2ccccc2)[nH]n1-c1ccc([N+](=O)[O-])cc1 (centres undefined)	-7%	8
O=C1C2C(c3ccccc3)C=CC(c3ccccc3)C2C(=O)N1c1ccncc1 (centres undefined)	0%	.
COc1cccc(CN(C(=O)Cn2nnc(-c3ccccc3F)n2)C(C(=O)NC(C)(C)C)c2ccncc2)c1 (centres undefined)	?	.
COc1ccc(S(=O)(=O)N2CCOC23CCN(S(=O)(=O)c2c(C)cc(C)cc2C)CC3)cc1	26%	18
CCCCC(=O)NC(c1ccco1)c1c(O)ccc2ccccc12 (centres undefined)	?	.
Cc1ccnc(NC(=O)CNC(=O)c2ccc(Br)o2)c1	i	.
CCOc1ccccc1C(=O)N/N=C/c1c[nH]c2ccccc12	0%	3
Cc1noc(C)c1C(=O)OCC(=O)Nc1cccc(S(N)(=O)=O)c1	?	.
O=S(=O)(NC1=NCCCCC1)c1ccc2sc(NS(=O)(=O)c3ccc4ccccc4c3)nc2c1	1%	4
O=C(NN=C1CCCC1)NC1CCCCC1	?	.
Cc1ccc(CCNC(=O)CCS(=O)(=O)Cc2ccc(C)cc2)cc1	0%	12
O=C(CSc1nc(N2CCOCC2)nc(N2CCOCC2)n1)Nc1ccc([N+](=O)[O-])cc1	i	-12
c1nc(NC2CCCCCC2)c2[nH]cnc2n1	-5%	-15
COc1ccccc1C(=O)N/C(=C/c1ccc(Br)cc1)C(=O)N1CCCC1	?	.
O=C(COC(=O)c1n[nH]c2ccccc12)NC(=O)NC12CC3CC(CC(C3)C1)C2	?	.
CS(=O)(=O)N1CCN(c2ccc(NC(=O)c3cccnc3Cl)cc2)CC1	?	.
Cn1c(CSc2nc3ccccc3s2)n[nH]c1=S	?	.
COc1ccc(CNC(=O)c2ccc(Cn3cc(Br)cn3)o2)cc1	-21%	1
O=c1c2ccccc2nc2c3ccccc3c(NCCN3CCOCC3)nn12	?	.

Sorted by the number under S3 lipid droplet cell count max (highest first): some entries from above.
SMILES	S3 lipid droplet cell count max
Cc1ccc(CCNC(=O)CCS(=O)(=O)Cc2ccc(C)cc2)cc1	12
O=S(=O)(NC1=NCCCCC1)c1ccc2sc(NS(=O)(=O)c3ccc4ccccc4c3)nc2c1	4
CCOc1ccccc1C(=O)N/N=C/c1c[nH]c2ccccc12	3
COc1ccc(CNC(=O)c2ccc(Cn3cc(Br)cn3)o2)cc1	1
O=C(CSc1nc(N2CCOCC2)nc(N2CCOCC2)n1)Nc1ccc([N+](=O)[O-])cc1	-12
c1nc(NC2CCCCCC2)c2[nH]cnc2n1	-15

Next part:
SMILES	S3 lipid droplet	S3 lipid droplet cell count max
O=C(Nc1ccccc1)C1=C[C@@H](c2ccccc2)C[C@@H](OCc2ccc(CO)cc2)O1	?	.
CCOC(=O)c1ccc(COC(=O)c2cc3ccccc3oc2=O)o1	?	.
S=C(NCCc1ccccc1)Nc1ccccc1N1CCOCC1	?	.
CC1CCC2(CC1)N=C(N)Nc1nc3ccccc3n12 (centres undefined)	-5%	-15
Cc1nn2c(-c3ccco3)nnc2c2ccccc12	?	.
CCN1C(=O)/C(=C/c2nc3ccccc3c(=O)n2-c2ccc(C)cc2)c2ccccc21	-15%	-1
O=C(Cc1nc(-c2ccc(Br)s2)cs1)NCCN1CCOCC1	?	.
CCOC(=O)c1sc(=S)n(CC)c1NC(=O)c1ccccc1C	?	.
Cc1nc(N2CCCCC2)sc1C=O	?	.
CCn1c2ccccc2c2c3ncc4cccn4c3ccc21	?	.
CCCN1CCN(CCCNC(=O)C2CCCN(c3nnc(-n4cccc4)s3)C2)CC1 (centres undefined)	?	.
Cc1c(CN2CCCC(C(=O)c3cccc(Cl)c3)C2)c(=O)n(-c2ccccc2)n1C (centres undefined)	0%	-7
CCCC(=O)Nc1ccc(Sc2ccc([N+](=O)[O-])cc2)cc1	?	.
COc1ccccc1-c1nnc(NC(=O)c2ccc(S(=O)(=O)N(C)CC3CCCO3)cc2)o1 (centres undefined)	?	.
COc1ccc(-c2c(C)oc3c(CN4CCN(C)CC4)c(O)ccc3c2=O)cc1	9%	10
CC(=O)NC(CC(C)C)C(=O)NC(=O)NCc1ccccc1 (centres undefined)	?	.
CC(=O)Cn1nnc2sc3c(c2c1=O)CCC(C(C)(C)C)C3 (centres undefined)	?	.
CC1CCN(C(=O)C2CC(c3ccc(F)cc3)=NO2)CC1 (centres undefined)	18%	0
Cc1cc(NCCO)c2ccccc2n1	-5%	0
COc1ccc(OC)c(NC(=O)CSc2ccc3ccccc3c2)c1	?	.
CO/N=C/C(=N\Nc1ccc(OC)cc1)C(=O)c1ccc(F)cc1	?	.
Cc1nc2nc[nH]n2c(=O)c1NC(=O)c1cccc(OCC(C)C)c1	-1%	0
CCn1c(SCC(=O)Nc2ccccc2C)nnc1-c1ccccc1O	?	.
S=C(NN=C1CCCCCC1)Nc1ccc(Cl)cc1	?	.
Cc1cccc(C)c1-n1c(C)nn(-c2ncc(C(F)(F)F)cc2Cl)c1=O	?	.
CSc1nc(C)cc(OCC#N)n1	?	.
COc1cccc(NC(=O)C2C3C=CC4(O3)C2C(=O)N(CCN2CCCCC2)C4C(=O)NC2CCCCC2C)c1 (centres undefined)	5.8µM*	14*
O=C(Nc1ccc(O)cc1)c1cc2ccccc2c(=O)s1	7%	-15
C=CCn1cc(C(=O)N2CCc3ccccc3C2)c(=O)c2cc(S(=O)(=O)N(CC)CC)ccc21	?	.
Cc1cc2nc(/C(C#N)=C\c3ccc(-c4ccccc4C(=O)O)o3)[nH]c2cc1C	?	.
COC(=O)CSc1nnc(C)n1-c1cccc(C#N)c1	8%	2
COc1ccc(N2CC(C(=O)Nc3ncccc3C)CC2=O)cc1 (centres undefined)	?	.
CCC(C)NS(=O)(=O)c1cc2c3c(c1)CCC(=O)N3CCC2 (centres undefined)	13%	0
CC(C)Oc1ccc(CCC(=O)NNC(=O)c2ccccc2C(=O)O)cc1	6%	-1
N#Cc1cn(Cc2ccncc2)c(=O)[nH]c1=O	?	.
O=C(CCn1cccc1)Nc1cc(F)ccc1F	?	.
CC(C)OC(=O)C(C#N)c1nc2ccccc2nc1N1CCN(Cc2ccccc2)CC1 (centres undefined)	1%	16
CCCCSc1nnc2[nH]c(=O)cc(N)n12	i	.
Cc1cc(C)c2c(N)c(C(=O)Nc3cccc(C)c3C)sc2n1	15%	.
CCN(CC)C(=N)N1c2ccccc2CCC1C (centres undefined)	?	.
O=C(OC1CCOC1=O)c1cc(-c2ccc(Cl)cc2)nc2ccccc12 (centres undefined)	?	.
O=C(Cc1nnc(NC(=O)Nc2ccc(Cl)cc2)s1)NCc1ccccc1	0%	-11
CCN(CC)c1ccc(C(=O)OCC(=O)NC(C)(C)C)cc1	2%	11
CCOC(=O)N1CCN(c2ncnc3c2cnn3-c2ccc(Cl)cc2)CC1	8%	6

An excerpt of these results, comma-delimited:
SMILES,S3 lipid droplet,S3 lipid droplet cell count max
CN(C(=O)CC1C(=O)NCCN1Cc1cccc(F)c1F)C1CCOCC1 (centres undefined),?,.
COc1ccc(-c2cc(=O)oc3cc(OCc4nn[nH]n4)ccc23)cc1,11%,15
CNC(=S)Nc1ccc(C(N)=O)cc1,7%,29
Cc1cc(Nc2cccc(F)c2)n2c(n1)nc1ccccc12,6%,-9
